MITF TRPM1 HTS = activators of MITF-driven TRPM1 promoter reporter, primary screen, cell-based, SK-MEL-5, luciferase, single point; SK-MEL-5 TRPM1-promoter luciferase, 24 h; % of positive control, neutral wells = 0; 300,000 compounds, 0.75% hits; activation, % at 12.5 µM;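 active = mean activation of at least 80% with every replicate also reaching 80%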;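 also: 0% = neutral control wells and 100% = parthenolide positive control wells; values of inactives mirror those of a sister screen read the other way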
Rtt109 Vps75 = inhibitors of C. albicans Rtt109/Vps75 HAT, primary screen, biochemical, ThioGlo CoA-SH fluorescence, plate reader; Histone acetyltransferase RTT109 (Candida albicans (strain SC5314 / ATCC MYA-2876)), …; purified Rtt109/Vps75, 4 h; inhibition, % at 34.9 µM; 330,000 compounds, 0.16% hits; AID 540336, 2011;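 active = inhibition of at least 50% in every replicate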
V-ATPase pHluor = regulators of yeast V-ATPase proton pumping, primary screen, pHLuorin cytosolic pH fluorescence; S. cerevisiae; response, % at 10 µM; 350,000 compounds, 0.37% hits; in the data active = response mostly above about 7.3%, no sharp cut-off; inactive = mostly below about 5.4%; also: actives read high; inactives centre near 0; some compounds called inactive have numbers as strong as hits
Wnt act = Wnt/beta-catenin pathway activators, primary screen, cell-based, plate reader, single point; 300,000 compounds, 1.2% hits; AID 743398, 2014; activation, % at 9.35 µM; Wnt/beta-catenin reporter cell assay, activator; in the data active = activation above about 30%, passing the limit was not always enough;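 also: 0% = neutral control wells and 100% = positive control wells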
CDK5 p35 inh = inhibitors of human CDK5/p35 kinase, primary screen, biochemical, single concentration; AID 488839, 2010; 330,000 compounds, 0.01% hits; Recombinant CDK5/p35, ADP-Glo luminescence, 60 min; inhibition, % at 10 µM; Cyclin-dependent kinase 5 (Homo sapiens) + Cyclin-dependent kinase 5 activator 1 (Homo …;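 active = highest replicate inhibition of at least 50% and at least 75% of replicates reaching 50%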;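 also: plate controls were DMSO neutral control for no effect and GW8510 at 10 µM for full effect; many of its hits are not listed in these tables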
Target sequence (Q00535 whole entry, looked up): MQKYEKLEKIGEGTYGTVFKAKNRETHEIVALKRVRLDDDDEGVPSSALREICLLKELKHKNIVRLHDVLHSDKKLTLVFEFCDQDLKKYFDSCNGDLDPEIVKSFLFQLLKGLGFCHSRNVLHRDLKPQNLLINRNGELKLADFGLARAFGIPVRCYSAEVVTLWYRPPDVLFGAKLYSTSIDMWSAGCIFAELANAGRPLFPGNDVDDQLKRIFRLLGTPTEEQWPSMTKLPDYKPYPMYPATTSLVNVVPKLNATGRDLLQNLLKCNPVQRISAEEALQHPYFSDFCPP
Target sequence (Q15078 whole entry, looked up): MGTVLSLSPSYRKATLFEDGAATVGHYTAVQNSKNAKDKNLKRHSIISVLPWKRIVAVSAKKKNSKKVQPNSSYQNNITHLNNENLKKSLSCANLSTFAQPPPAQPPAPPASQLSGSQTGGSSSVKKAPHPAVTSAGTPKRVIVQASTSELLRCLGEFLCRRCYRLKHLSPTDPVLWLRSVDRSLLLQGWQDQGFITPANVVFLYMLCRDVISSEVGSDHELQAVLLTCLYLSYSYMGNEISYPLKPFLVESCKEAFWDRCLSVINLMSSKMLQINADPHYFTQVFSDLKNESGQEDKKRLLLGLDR
dFosB activator = activators of delta FosB homodimer, primary screen, biochemical, fluorescence polarization, TAMRA-CDK5 oligo, single point; Protein FosB (Mus musculus), P13346; purified delta FosB; percent of positive-control signal above neutral wells; activation, % at 25 µM; 340,000 compounds, 0.99% hits;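 active = mean activation above about 17%, with every replicate also reaching it, limit read from the data, passing the limit was not always enough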;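 also: fluorescence polarization rise as delta FosB binds a TAMRA Cdk5 AP-1 oligo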
Target sequence (P13346 whole entry, looked up): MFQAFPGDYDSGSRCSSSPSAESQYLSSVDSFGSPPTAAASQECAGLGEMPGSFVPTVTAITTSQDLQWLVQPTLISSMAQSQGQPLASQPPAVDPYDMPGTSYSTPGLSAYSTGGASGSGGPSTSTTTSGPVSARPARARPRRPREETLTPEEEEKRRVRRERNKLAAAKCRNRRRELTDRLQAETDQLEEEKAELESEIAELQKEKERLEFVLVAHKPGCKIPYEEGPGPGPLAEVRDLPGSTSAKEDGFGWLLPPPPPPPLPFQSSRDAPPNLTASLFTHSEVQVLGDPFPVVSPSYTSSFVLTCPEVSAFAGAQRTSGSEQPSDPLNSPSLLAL
CAL PDZ FP-1 = untagged CAL PDZ binding inhibitors, primary screen, biochemical, fluorescence polarization, HTS | inhibition, % at 24.9 µM | purified CAL PDZ, TMR-peptide fluorescence polarization, 1 h | AID 602252, 2012 | 300,000 compounds, 0.92% hits;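 active = mean inhibition of at least 30% with at least half of replicates also reaching 30%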;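 also: 0% = DMSO neutral control and 100% = excess unlabeled competitor peptide PRC23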
cardiac RTF act = cardiac RTF calcium sensitivity activators, primary screen, biochemical, IANBD-TnC fluorescence, EC20 calcium | Troponin I, cardiac muscle (Homo sapiens) + Troponin T, cardiac muscle (Homo sapiens) + … | IANBD-labeled TnC RTF fluorescence at EC20 calcium; 0% EC20 calcium, 100% full calcium | activation, % at 7.2 µM | 340,000 compounds, 0.24% hits | AID 493008, 2010;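 active = activation above the mean over all tested compounds plus 3 SD, cut at about 30% in these data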;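 also: rise in fluorescence read as greater calcium sensitivity of cardiac thin filaments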
Tat export inh = E. coli Tat export inhibitors, primary screen, MC4100, TorA-mCherry reporter, fluorescence, single point; inhibition, % at 10 µM; 340,000 compounds, 0.036% hits; AID 488895, 2010;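 active = mean replicate inhibition at least 50% and at least half of replicates individually reaching 50%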;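 also: exported cargo escapes ClpAP degradation while cytoplasmic cargo is degraded and loses fluorescence; 0% = median of neutral control wells and 100% = median of NaSCN control wells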
CAL PDZ FP-2 = CAL PDZ peptide-binding inhibitors, primary screen, biochemical, fluorescence polarization, Cer-tagged CAL PDZ, HTS; Golgi-associated PDZ and coiled-coil motif-containing protein (Homo sapiens), Q9HD26; purified CAL PDZ, TMR-peptide fluorescence polarization, 1 h; inhibition, % at 20 µM; 330,000 compounds, 0.02% hits; AID 504414, 2011;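 active = highest replicate inhibition of at least 40%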;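 also: plate controls were DMSO neutral control wells for no effect and unlabeled competitor peptide control wells for full effect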
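Read-out basis: mP drop reported as inhibition | Assay system: Tagged CAL PDZ protein CerCALP, purified | Benchmarks: Unlabelled peptide for full inhibition, DMSO wells as neutral | Schedule: 1 h incubation at room temperature before polarization reading | Buffer or medium: Sodium phosphate/NaCl buffer pH 7.4 with TCEP, IgG, Thesit | Doses: Single point, 20 µM | Measured by: Fluorescence polarization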
Starred values were filed as active, the others as inactive.

For N#C/C(=C\c1c(N2CCC(C(N)=O)CC2)nc2ccccn2c1=O)S(=O)(=O)c1ccc(Cl)cc1 the results were Rtt109 Vps75 7, V-ATPase pHluor 0, Wnt act -1, CDK5 p35 inh 0.3, dFosB activator 0, CAL PDZ FP-1 -5, cardiac RTF act -3, Tat export inh 1 and CAL PDZ FP-2 -4.2.
S=c1[nH]nc(-c2ccccc2)n1C1C=CCCC1 (stereo not given) was read as MITF TRPM1 HTS -1, Rtt109 Vps75 10, V-ATPase pHluor -1, Wnt act -1, CDK5 p35 inh 0.6, dFosB activator -9, CAL PDZ FP-1 5, cardiac RTF act 1, Tat export inh 1 and CAL PDZ FP-2 0.4.
`CC(C)Oc1ccc(S(=O)(=O)N2CCOCC2)cc1NC(=O)C1CCCC1` gave MITF TRPM1 HTS 5, Rtt109 Vps75 5, V-ATPase pHluor -3, Wnt act -4, CDK5 p35 inh 1.7, dFosB activator -18, CAL PDZ FP-1 -7, cardiac RTF act 1, Tat export inh -1 and CAL PDZ FP-2 -0.9.
For Cc1sc[n+](CC(=O)c2ccc(Br)cc2)c1C the results were MITF TRPM1 HTS 4, Rtt109 Vps75 -6, V-ATPase pHluor 4, Wnt act 2, dFosB activator -5, CAL PDZ FP-1 -17, cardiac RTF act 1, Tat export inh 0 and CAL PDZ FP-2 -3.1.
O=C(O)/C(=C\c1cccs1)Sc1nnc(-c2ccc(F)cc2)o1 was read as MITF TRPM1 HTS 3, Rtt109 Vps75 5, V-ATPase pHluor 0, Wnt act -1, CDK5 p35 inh 1.5, dFosB activator 2, CAL PDZ FP-1 -2, cardiac RTF act 2, Tat export inh -2 and CAL PDZ FP-2 0.1.
CC(=O)Nc1ccc(CN2CCN(C3CCCCC3)C(CCO)C2)cc1 (stereo not given) was read as MITF TRPM1 HTS 4, Rtt109 Vps75 30, V-ATPase pHluor -1, Wnt act -2, CDK5 p35 inh -0.3, dFosB activator 2, CAL PDZ FP-1 -2, cardiac RTF act -1, Tat export inh 0 and CAL PDZ FP-2 -0.4.
Screening CCOC(=O)C1=NNC2(CC(=O)N(c3cccc(C)c3)C2=O)C1 (stereo not given) returned MITF TRPM1 HTS -13, Rtt109 Vps75 -6, V-ATPase pHluor 2, Wnt act -1, CDK5 p35 inh 0.9, dFosB activator 3, CAL PDZ FP-1 0, cardiac RTF act -4, Tat export inh -3 and CAL PDZ FP-2 0.0.
N=c1c(C(=O)NC2CCCCC2)cc2c(=O)n3ccccc3nc2n1CCc1ccccc1 was read as MITF TRPM1 HTS 18, Rtt109 Vps75 -6, V-ATPase pHluor -2, Wnt act 3, CDK5 p35 inh 0.0, dFosB activator 2, CAL PDZ FP-1 -2, cardiac RTF act -4, Tat export inh 5 and CAL PDZ FP-2 0.1.
`Cc1ccc2[nH]c3c(c2c1)CN(C(C)C)CC3` gave MITF TRPM1 HTS -9, Rtt109 Vps75 0, V-ATPase pHluor 3, Wnt act 0, CDK5 p35 inh -1.2, dFosB activator -7, CAL PDZ FP-1 -1, cardiac RTF act -3, Tat export inh 7 and CAL PDZ FP-2 -2.3.
Screening CC(=O)c1c(C)[nH]c(C(=O)CSc2nnc(C)s2)c1C returned MITF TRPM1 HTS 32, Rtt109 Vps75 -6, V-ATPase pHluor -1, Wnt act -1, CDK5 p35 inh 0.2, dFosB activator -2, CAL PDZ FP-1 -6, cardiac RTF act -3, Tat export inh -1 and CAL PDZ FP-2 0.6.
O=C(OCc1c(-c2ccccc2)ncc2ccccc12)c1cccc(Br)c1 was read as MITF TRPM1 HTS 15, Rtt109 Vps75 -7, V-ATPase pHluor -1, Wnt act 0, CDK5 p35 inh -0.7, dFosB activator -6, CAL PDZ FP-1 -4, cardiac RTF act -1, Tat export inh -2 and CAL PDZ FP-2 -1.0.
Screening O=C(NCCN1CCOCC1)/C(=C/c1ccc(F)cc1)NC(=O)c1ccccc1 returned Rtt109 Vps75 7, V-ATPase pHluor 10, Wnt act 0, CDK5 p35 inh 0.7, dFosB activator -17, CAL PDZ FP-1 -1, cardiac RTF act -2, Tat export inh 2 and CAL PDZ FP-2 -1.2.
Screening Cc1cccn2c(=O)nc(SCC(=O)Nc3ccc4c(c3)OCO4)nc12 returned MITF TRPM1 HTS 1, Rtt109 Vps75 1, V-ATPase pHluor -1, Wnt act -8, CDK5 p35 inh -0.6, dFosB activator 5, CAL PDZ FP-1 -1, cardiac RTF act -8, Tat export inh -6 and CAL PDZ FP-2 -1.5.
O=C1CC(=O)CC(c2ccccc2)C1 was read as MITF TRPM1 HTS 3, Rtt109 Vps75 1, V-ATPase pHluor 0, Wnt act -2, CDK5 p35 inh 0.8, dFosB activator 4, CAL PDZ FP-1 -1, cardiac RTF act -6, Tat export inh -8 and CAL PDZ FP-2 -2.0.
For CCOc1ccc(CN(C)C(=O)c2ccc3ccccc3n2)cc1 the results were MITF TRPM1 HTS -5, Rtt109 Vps75 -7, V-ATPase pHluor -1, Wnt act 0, CDK5 p35 inh -0.3, dFosB activator -11, CAL PDZ FP-1 -3, cardiac RTF act 7, Tat export inh 4 and CAL PDZ FP-2 -2.3.
For O=C(CSCc1ccccc1)Nc1ccc(S(=O)(=O)N2CCOCC2)cc1 the results were MITF TRPM1 HTS 7, Rtt109 Vps75 -4, V-ATPase pHluor 3, CDK5 p35 inh 0.7, dFosB activator -3, CAL PDZ FP-1 -7, cardiac RTF act -3, Tat export inh -3 and CAL PDZ FP-2 -1.2.
N#CC(=C1CCCC1)c1nc(-c2ccccc2)cs1 was read as MITF TRPM1 HTS 121*, Rtt109 Vps75 5, V-ATPase pHluor 9.7*, CDK5 p35 inh -0.7, dFosB activator 4, CAL PDZ FP-1 -1, cardiac RTF act 1, Tat export inh 1 and CAL PDZ FP-2 0.9.
For Cc1cc(C)c(S(=O)(=O)N2CCN(S(=O)(=O)N3CCCCCC3)CC2)c(C)c1 the results were MITF TRPM1 HTS -6, Rtt109 Vps75 -3, V-ATPase pHluor 0, Wnt act -3, CDK5 p35 inh -6.1, dFosB activator 0, CAL PDZ FP-1 -4, cardiac RTF act 3, Tat export inh 5 and CAL PDZ FP-2 -1.7.
Screening Cc1cc(NC(=O)COC(=O)c2ccc([N+](=O)[O-])cc2Cl)no1 returned MITF TRPM1 HTS 2, Rtt109 Vps75 5, V-ATPase pHluor -5, Wnt act -4, CDK5 p35 inh -1.0, dFosB activator -7, CAL PDZ FP-1 -3, cardiac RTF act 0, Tat export inh -10 and CAL PDZ FP-2 0.0.
Screening COc1ccc(OC)c(Cc2nnc(CCC(=O)NCc3ccsc3)o2)c1 returned MITF TRPM1 HTS 11, Rtt109 Vps75 -9, V-ATPase pHluor 0, Wnt act 2, CDK5 p35 inh -4.3, dFosB activator 4, cardiac RTF act 0, Tat export inh 4 and CAL PDZ FP-2 1.0.
For CC(=O)N1CCOc2cc(S(=O)(=O)NCc3ccc(F)cc3)c(C)cc21 the results were MITF TRPM1 HTS 9, Rtt109 Vps75 0, V-ATPase pHluor 2, Wnt act -3, CDK5 p35 inh 1.8, dFosB activator -1, CAL PDZ FP-1 0, cardiac RTF act 0, Tat export inh -3 and CAL PDZ FP-2 -0.4.
CC(C)c1cc(CNC(=O)c2ccc(OC3CCN(Cc4ccccn4)CC3)cc2)on1 was read as MITF TRPM1 HTS -17, Rtt109 Vps75 -2, V-ATPase pHluor 3, Wnt act -1, CDK5 p35 inh -3.0, dFosB activator -3, CAL PDZ FP-1 -6, cardiac RTF act 3, Tat export inh -3 and CAL PDZ FP-2 -1.0.
For CC(C)CCN1CCN(Cc2cccn2-c2ccccn2)CC1CCO (stereo not given) the results were MITF TRPM1 HTS 8, Rtt109 Vps75 1, V-ATPase pHluor 2, Wnt act -1, CDK5 p35 inh 0.8, dFosB activator 0, CAL PDZ FP-1 -1, cardiac RTF act -3, Tat export inh -7 and CAL PDZ FP-2 -0.8.
For CN1CCN(NC(=O)c2cc([N+](=O)[O-])cc([N+](=O)[O-])c2)CC1 the results were MITF TRPM1 HTS -22, Rtt109 Vps75 -2, V-ATPase pHluor 5, CDK5 p35 inh -2.1, dFosB activator 0, cardiac RTF act 3, Tat export inh -6 and CAL PDZ FP-2 -3.0.
CCS/C(N)=N/N=C/c1cc(C)ccc1O was read as MITF TRPM1 HTS 58, Rtt109 Vps75 -175, V-ATPase pHluor 4, CDK5 p35 inh 1.8, dFosB activator -3, CAL PDZ FP-1 1, cardiac RTF act 4, Tat export inh 2 and CAL PDZ FP-2 -0.9.
Screening CCCc1cc(=O)[nH]c(SCC(=O)c2c(N)n(C3CC3)c(=O)[nH]c2=O)n1 returned Rtt109 Vps75 5, V-ATPase pHluor 0, Wnt act -2, CDK5 p35 inh 0.2, dFosB activator -3, CAL PDZ FP-1 -3, cardiac RTF act -1, Tat export inh -6 and CAL PDZ FP-2 -1.4.
For CCN(c1cccc(C)c1)S(=O)(=O)c1cccc(C(=O)O)c1 the results were MITF TRPM1 HTS 6, Rtt109 Vps75 -7, V-ATPase pHluor -2, Wnt act -5, CDK5 p35 inh -1.1, dFosB activator 8, CAL PDZ FP-1 -1, cardiac RTF act 0, Tat export inh -3 and CAL PDZ FP-2 -0.1.
`CCCCCn1c(N2CCN(c3cccc(Cl)c3)CC2)nc2c1c(=O)[nH]c(=O)n2C` gave MITF TRPM1 HTS 3, Rtt109 Vps75 6, V-ATPase pHluor 1, CDK5 p35 inh 1.1, dFosB activator -3, CAL PDZ FP-1 -1, cardiac RTF act 3, Tat export inh 8 and CAL PDZ FP-2 -1.1.
CC(C)(C)n1nnnc1CN(Cc1ccco1)Cc1cc2cc3c(cc2[nH]c1=O)OCO3 was read as MITF TRPM1 HTS 3, Rtt109 Vps75 -13, V-ATPase pHluor 7, CDK5 p35 inh -0.8, dFosB activator -16, CAL PDZ FP-1 -1, cardiac RTF act -3, Tat export inh -6 and CAL PDZ FP-2 0.2.

Two records picked at random from the list so far, as already listed:
Screening Cc1cc(NC(=O)COC(=O)c2ccc([N+](=O)[O-])cc2Cl)no1 returned MITF TRPM1 HTS 2, Rtt109 Vps75 5, V-ATPase pHluor -5, Wnt act -4, CDK5 p35 inh -1.0, dFosB activator -7, CAL PDZ FP-1 -3, cardiac RTF act 0, Tat export inh -10 and CAL PDZ FP-2 0.0.
CC(C)c1cc(CNC(=O)c2ccc(OC3CCN(Cc4ccccn4)CC3)cc2)on1 was read as MITF TRPM1 HTS -17, Rtt109 Vps75 -2, V-ATPase pHluor 3, Wnt act -1, CDK5 p35 inh -3.0, dFosB activator -3, CAL PDZ FP-1 -6, cardiac RTF act 3, Tat export inh -3 and CAL PDZ FP-2 -1.0.

Screens as filed in PubChem.
